# GPR151 activ: activates the human receptor GPR151; PathHunter beta-arrestin GPR151 cells, luminescence; activation, % at 11.2 µM; actives 1% (n = 650,000); in the data active = activation above about 4.9%;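 also: 0% = median of compound wells and 100% = cells with positive control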
# Target sequence (Q8TDV0 whole entry, looked up): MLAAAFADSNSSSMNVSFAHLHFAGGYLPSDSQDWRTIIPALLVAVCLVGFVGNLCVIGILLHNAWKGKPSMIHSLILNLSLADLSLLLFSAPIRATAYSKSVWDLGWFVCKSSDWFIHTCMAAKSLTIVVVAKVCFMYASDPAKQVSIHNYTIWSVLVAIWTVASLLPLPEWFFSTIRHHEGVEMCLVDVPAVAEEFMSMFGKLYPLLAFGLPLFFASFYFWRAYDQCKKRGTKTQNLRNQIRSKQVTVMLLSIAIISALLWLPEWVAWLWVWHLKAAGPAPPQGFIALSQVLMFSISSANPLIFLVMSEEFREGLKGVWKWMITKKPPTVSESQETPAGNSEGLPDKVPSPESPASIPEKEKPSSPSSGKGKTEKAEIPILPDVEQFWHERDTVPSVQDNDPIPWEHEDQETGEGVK
# MITF primary: human MITF inhibition, primary screen; O75030; AlphaScreen MITF homodimerization, bead proximity signal; inhibition, % at 2.6 µM; actives 0.91% (n = 650,000); AID 1259374; in the data active = inhibition above about 50%;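 also: 0% = vehicle wells with protein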
# Target sequence (O75030 whole entry, looked up): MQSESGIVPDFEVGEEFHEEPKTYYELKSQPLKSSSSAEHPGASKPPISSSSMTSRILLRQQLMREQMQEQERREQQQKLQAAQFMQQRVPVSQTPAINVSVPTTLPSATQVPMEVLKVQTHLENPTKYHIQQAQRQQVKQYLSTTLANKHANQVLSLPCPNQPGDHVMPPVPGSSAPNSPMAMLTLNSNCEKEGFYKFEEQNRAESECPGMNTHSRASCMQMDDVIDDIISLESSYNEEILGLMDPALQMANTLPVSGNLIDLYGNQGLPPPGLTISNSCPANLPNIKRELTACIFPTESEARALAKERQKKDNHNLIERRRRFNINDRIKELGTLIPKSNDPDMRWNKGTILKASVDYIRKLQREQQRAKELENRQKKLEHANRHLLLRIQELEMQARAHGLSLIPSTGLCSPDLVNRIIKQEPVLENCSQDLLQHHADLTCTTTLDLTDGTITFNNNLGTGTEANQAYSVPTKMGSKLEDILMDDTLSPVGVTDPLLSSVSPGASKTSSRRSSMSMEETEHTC
# FBW7 act: human FBW7 E3 ligase activation, primary screen; Q969H0; AlphaScreen FBW7–phospho-cyclin E peptide binding, activator screen; normalized activity (activation), % at 26.1 µM; actives 0.13% (n = 650,000); in the data active = normalized activity above about 1.9%;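 also: purified mutant Fbw7 with reduced substrate affinity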
# TEAD-YAP inh: TEAD-YAP interaction inhibition; HEK-TIYL cells, TEAD-Gal4/YAP UAS-luciferase luminescence; inhibition, % at 9.12 µM; actives 1.4% (n = 640,000); in the data active = inhibition above about 32%;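 also: 0% = median of test compound wells and 100% = reference inhibitor wells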
# An asterisk follows results filed as active; . = not tested or not shown; & = joins results of further samples. Random draw from the library. About 3.4% of those tested had a hit in this group.
Compound,GPR151 activ,MITF primary,FBW7 act,TEAD-YAP inh
CC(=O)OC(COCc1ccccc1)Cn1cnc2ccccc21 (stereo not given),0.0,1.4,0.1,3.1
Nc1ccc2nc(-c3ccccc3)[nH]c2c1,-8.9,6.3,0.0,-48.1
Cc1ccc(C2=NN3C(C2)c2ccccc2OC3c2ccc(OC(=O)c3ccccc3)cc2)cc1 (stereo not given),-0.2,-5.1,-0.1,-48.4
Cc1cccc(C)c1NC(=O)Cn1c(=O)n(Cc2ccc(F)cc2)c(=O)c2nccnc21,-0.3,3.6,0.2,-2.0
NC(=O)c1c(-c2cccs2)csc1N,0.3,3.4,0.1,6.5
CCOc1cccc2sc(NC(=O)CSc3ccccc3)nc12,-0.8,1.9,0.2,13.8
COc1ccc(C2=NN(C(=O)CSc3nnc(CNC(=O)c4cccs4)n3Cc3ccccc3)C(c3ccc(F)cc3)C2)cc1 (stereo not given),1.5,-3.5,0.0,7.0
CCOC(CNC(=O)C1CCCN(Cc2nc(-c3ccc(Cl)cc3)oc2C)C1)OCC (stereo not given),-0.7,-16.7,0.0,14.3
O=C(OCCN=C1NS(=O)(=O)c2ccccc21)c1ccc([N+](=O)[O-])cc1,-1.2,-14.0,0.0,-1.0
COc1cc(C2C(C#N)=C(C)NC3=C2C(=O)CCC3)cc(Cl)c1O (stereo not given),0.3,6.7,0.0,-0.3
Cc1ccc2[nH]cc(NC(=O)N3CCn4cnnc4C3)c(=O)c2c1,-0.7,-1.2,-0.2,-0.4
Cc1ccc(-c2nc(CS(=O)(=O)CC(=O)NC3CCC(C)CC3)c(C)o2)cc1 (stereo not given),-1.3,10.6,1.3,-6.8
COc1ccc(N(CC(=O)N2CCOCC2)S(=O)(=O)c2ccccc2[N+](=O)[O-])c(OC)c1,-1.6,-8.5,0.0,-1.3
C=CCNC(=O)CSc1nc2c(C)ccc(C)c2cc1C#N,1.1,6.6,0.0,5.7
O=C1OC(c2ccc(Cl)c([N+](=O)[O-])c2)=N/C1=C/c1ccc(F)cc1,-0.1,18.8,1.2,10.0
COc1cc(=O)n2c(c1C(=O)N1CCCC1)CCN(Cc1cccn1-c1ccccn1)CC2,1.8,-5.9,0.0,-18.7
CCOc1ccc(CN2CCN(Cc3cccc(OC)c3OC)CC2)cc1,-1.3,78.7*,0.5,-2.6
C=CC[C@@H]1C=C[C@H](O/N=C(\C)CCN2CCCCc3nc(C)c(C)cc32)[C@@H](CO)O1,0.1,-12.7,0.0,.
COc1ccc(N2CCN(c3ncnc4sc(C(=O)Nc5cc(C)c(Cl)cc5OC)c(C)c34)CC2)cc1,-0.5,4.7,-0.1,2.4
Cc1cc([N+](=O)[O-])ccc1N1C(=O)C2C3c4ccccc4C(CO)(c4ccccc43)C2C1=O (stereo not given),-1.3,16.6,0.3,1.4
CCc1ccccc1NC(=O)/C(C#N)=C\c1cc(C)n(-c2cccnc2)c1C,0.6,11.9,-0.1,-47.2
Cc1ccc(OCC(=O)Nc2ccccc2I)cc1C,0.6,19.5,0.0,2.1
CCOC(=O)C1=C(N)N(c2ccc(Br)cc2)C2=C(C(=O)CC(C)(C)C2)C1c1cccs1 (stereo not given),0.6,1.4,-0.4,-9.2
CC(C)C(=O)Nc1ccc(C(=O)NCCc2ccc(S(N)(=O)=O)cc2)cc1,1.2,2.9,0.0,-13.2
O=[N+]([O-])c1ccc(S(=O)(=O)N2CCN(Cc3ccc(F)cc3)CC2)cc1,-0.2,22.6,0.1,-11.9

# Two successive compounds already listed:
Compound,GPR151 activ,MITF primary,FBW7 act,TEAD-YAP inh
CC(=O)OC(COCc1ccccc1)Cn1cnc2ccccc21 (stereo not given),0.0,1.4,0.1,3.1
Nc1ccc2nc(-c3ccccc3)[nH]c2c1,-8.9,6.3,0.0,-48.1

# Following part.
Compound,GPR151 activ,MITF primary,FBW7 act,TEAD-YAP inh
NC(=O)Oc1ccc(C2CCCCC2)cc1,-0.1,-1.9,0.1,1.2
CCOC(=O)C1(Cc2ccccc2Cl)CCN(C(=O)c2ccc(OC)o2)CC1,-1.5,11.5,0.2,-53.9
CCC(=O)Nc1ccc(NC(=O)c2ccccc2Cl)nc1,2.0,-0.2,0.2,-15.7
CCOC(=O)C(C)n1cnc2c(nnn2-c2ccc(OC)cc2)c1=O (stereo not given),-0.4,20.2,0.0,-5.4
O=C(NCCO)c1cnc(NC2CCC(O)CC2)s1 (stereo not given),1.3,4.0,0.0,0.7
Cc1ccc2c(c1)C(c1ccccc1)N(C(=O)C(C)C)CC(=O)N2 (stereo not given),-0.8,11.9,-0.1,-1.1
O=C(Oc1ccc(NC2=NS(=O)(=O)c3ccccc32)cc1)c1ccc(Br)cc1,-0.8,7.2,0.6,2.4
O=C(Nc1ccc(Cl)cc1Cl)c1cc2ccccc2o1,1.0,-8.2,0.3,-76.4
O=C(COC(=O)c1ccc(Br)cc1)c1ccc(F)cc1,1.1,-7.0,0.5,-5.8
Cc1ccc(-n2nnnc2SCc2cccc(I)c2)cc1Cl,-0.5,-10.9,0.0,-0.2
O=C1N[C@@H](Cc2ccccc2)C(=O)N2CCN(Cc3ccccc3F)C[C@H]12,0.4,6.8,-0.2,3.3
NC(=O)c1cc2ccccc2oc1=Nc1ccccc1C(=O)O,0.2,-1.0,-0.1,6.0
Cc1c(Cl)cccc1NC(=O)c1cc2cc([N+](=O)[O-])ccc2oc1=O,-0.5,3.7,0.1,0.0
COCCOC(=O)C1=C(N)Oc2c(oc(CO)cc2=O)C1c1c(F)cccc1Cl (stereo not given),5.7*,-14.7,0.2,13.0
O=C(N/N=C/c1ccc(O)cc1O)c1cccc(NC(=O)c2ccccc2F)c1,-0.4,9.8,-0.3,40.0*
CC(=O)Nc1ccc(NC(=O)C2CC(=O)N(c3ccccc3Cl)C2)cc1 (stereo not given),2.6,-12.0,0.0,-9.6
COc1ccc(S(=O)(=O)N(CC(=O)Nc2cccc(OC)c2)c2ccc(Cl)cc2)cc1,0.7,12.1,0.4,2.9
Cc1cc(C(=O)NNC(=O)C(C)NS(=O)(=O)c2ccccc2F)c(C)o1 (stereo not given),-1.3,1.0,-0.1,-3.1
Cc1cc(Cl)ccc1OCCCC(=O)Nc1ccc(F)cc1F,1.3,-0.6,0.2,-6.9
CC1=C(C(=O)OCC(C)C)C(c2ccc(F)c(F)c2)C2=C(CCCC2=O)N1 (stereo not given),0.0,7.4,0.1,18.6
CCCCn1c(SCC(=O)N2CCOCC2)nnc1-c1ccco1,-0.7,3.4,0.3,-1.5
COC(=O)C1(C(F)(F)F)CC(C)=C(C)CN1S(C)(=O)=O (stereo not given),-0.7,-5.9,-0.1,-4.5
CCOC(=O)C(C(=O)c1ccccc1)C1CC(C)NC(=S)N1C (stereo not given),-1.5,4.6,-0.1,4.4
O=C(NCCO)c1ccc(/C=N/O)nc1,0.7,5.3,-0.1,2.9
COc1cccc(/C=N\Nc2cc(C)c3ccccc3n2)c1OC,3.8,2.8,-0.2,59.6*
CCOc1ccccc1C1CC(c2cccs2)=NN1S(C)(=O)=O (stereo not given),-0.2,19.5,0.3,-0.8
CCC(C)[C@H]1O[C@]2(CC[C@@H]1C)C[C@@H]1C[C@@H](C/C=C(\C)[C@@H](OC3C[C@H](OC)C(O[C@H]4C[C@H](OC)[C@@H](O)[C@H](C)O4)[C@H](C)O3)[C@@H](C)/C=C/C=C3\CO[C@@H]4[C@H](O)C(C)=C[C@@H](C(=O)O1)[C@]34O)O2 (stereo not given in full),-0.4&-0.1,-4.0&8.0,0.1&0.1,-1.5&2.4
O=C(c1ccc(-c2ccccc2)cc1)N1CCCCC1,0.5,-0.8,-0.1,-3.0
COc1ccc(/C=c2\sc3nc4ccccc4n3c2=O)cc1O,-1.2,13.2,0.4,-10.7
CN(C)CCN1C(=O)CC(CC(=O)N2CCCCC2)(c2ccccc2Cl)C1=O (stereo not given),0.3,-19.5,0.0,0.7
CCOC(=O)C1=C(N)Oc2cc(O)ccc2C1c1cccc(Cl)c1 (stereo not given),0.6,-2.4,-0.1,-0.8
O=C(Nc1cccc(Cl)c1)c1cccc(NC(=O)C(F)(F)F)c1,1.2,3.2,0.0,-31.3
O=C(O)CC12CC3CC(C1)CC(n1ncc(NC4CCCCC4)c(Cl)c1=O)(C3)C2,1.0,3.7,-0.1,2.3
Fc1ccc(Cn2nnc(-c3ccccc3Cl)n2)cc1,0.2,-11.7,0.1,-1.9
COc1ccccc1CN1CCN(C(c2nnnn2Cc2ccccc2)C(C)C)CC1 (stereo not given),0.6,-8.3,-0.3,4.0
CCOC(CCNC(=O)c1cc2c(=O)[nH]c3ccccc3c2n1C)OCC,0.0,4.7,0.1,6.6
CN(C)c1cccc(Nc2ccnc3c(-c4ccc(CO)cc4)cnn23)c1,-0.4,-9.2,0.1,-35.9
O=C(CNC(=S)N(Cc1cccs1)C1CCCCC1)NCc1ccco1,0.3,6.9,0.1,1.6
O=C(COC(=O)c1ccccc1NC(=O)c1ccccc1)c1ccccc1,0.7,7.6,-0.1,-1.5
COC(=O)c1c(NC(=S)NC(=O)c2ccccc2)sc2c1CC(C)(C)OC2,3.0,4.1,0.1,-4.5
O=C1OC(c2cccc(I)c2)=N/C1=C\c1ccc(Cl)cc1Cl,1.2,5.8,0.1,10.5
COc1ccc2cc(C#N)c(Nc3cccc(F)c3)nc2c1,-1.1,-5.9,0.0,0.0
COc1ccc(N(C(=O)COc2ccc(C)cc2)S(=O)(=O)c2ccc(Cl)cc2)cc1,-0.6,13.8,-0.1,-2.5
O=C(Cc1ccccc1)Nc1ccc(S(=O)(=O)Nc2nccs2)cc1,1.4,0.6,0.0,-11.1
CCCOc1ccc(C2Nc3ccccc3NC3=C2C(=O)CC(c2ccccc2)C3)cc1 (stereo not given),-2.0,-8.5,0.0,-3.3
CCOC(=O)c1cccc(NC(=S)NC(=O)c2ccccc2)c1,0.3,2.4,-0.1,-2.5
CCc1ccc(-c2nc(C(N)=O)c3[nH]c(=O)n(-c4ccccc4OC)c3n2)cc1,-1.7,23.4,0.1,0.3
C/C(=N/NC(=O)CNC(=O)/C=C\c1ccccc1)c1ccco1,0.8,3.8,0.1,1.1
COc1ccc(C(=O)N/C(=C\c2ccc3c(c2)OCO3)C(=O)OC(C)C)cc1,-1.3,17.4,0.0,-6.1
C=CCN(CC=C)Cc1c(C)[nH]c2c(C)cccc2c1=O,-1.2,8.9,0.1,-0.8

# (more compounds)
Compound,GPR151 activ,MITF primary,FBW7 act,TEAD-YAP inh
COc1cccc(NC(=O)CCC2CCN(C(=O)C#Cc3ccccc3)CC2)c1,0.8,5.5,0.1,9.8
O=C(Nc1ccc(NC(=O)C2CCCCC2)nc1)c1ccccc1F,-1.0,9.3,0.3,4.1
CCOc1cccc(C2CC(c3ccc(OC)cc3)=NC(c3ccc(Cl)cc3)N2)c1O (stereo not given),-1.5,3.5,0.1,-41.8
COc1cc(NC(=O)COc2cc(C)c(Cl)c(C)c2)c(C(=O)O)cc1OC,0.1,-8.0,-0.2,-7.1
Cc1ccc(-n2c(C)ccc2C)c(O)c1,-0.3,-3.0,0.0,-4.0
Cc1csc(=S)n1-c1ccccc1,-0.2,3.8,0.8,0.5
COC(=O)c1cc(-c2cccc(OC)c2)no1,1.2,7.0,0.0,5.6
Nc1ccc(-c2cnc3ccc(NCc4ccc(F)cc4)nn23)cc1,-0.7,14.5,0.3,14.1
Nn1c(SCC(=O)N2CCC(Cc3ccccc3)CC2)nnc1-c1cccs1,-0.4,-2.9,-0.1,6.0
O=C1N/C(=C\c2cccn2-c2ccccc2)C(=O)N1Cc1ccc(Cl)cc1,0.3,2.6,0.0,-2.3
Cc1nn(CC(=O)NC2CCS(=O)(=O)C2)c(C)c1[N+](=O)[O-] (stereo not given),2.5,4.5,0.1,9.7
Cc1ccc2c(CN3C(=O)NC4(CCCCC4)C3=O)cc(=O)oc2c1C,-2.1,-6.3,-0.1,-1.4
CC(OC(=O)c1cc[n+]([O-])cc1)C(=O)Nc1ccc(Cl)cn1 (stereo not given),0.7,2.6,-0.2,1.4
NS(=O)(=O)c1ccc(CNc2ncnc3sccc23)cc1,0.4,0.6,0.1,-5.4
COc1ccc(C2=NNc3cccc4c(OC)ccc2c34)cc1OC,-0.7,51.8*,0.3,14.6
COc1ccc(C2SC(C)C(=O)N2c2ccc(C)cc2)cc1 (stereo not given),0.7,3.1,0.0,5.0
CC(C)CCNC(=O)CN(Cc1ccccc1)S(C)(=O)=O,1.6,-7.5,0.1,-0.5
FC(F)(F)c1cccc(CNc2nc(-c3ccc(N4CCOCC4)nc3)nc3c2ncn3-c2ccccc2)c1,0.2,-7.6,-0.1,-1.5
CC(C)(C)CC(C)(C)n1c(-c2cccc(S(=O)(=O)N3CCOCC3)c2)n[nH]c1=S,-1.1,-22.0,0.0,3.6
COc1cc2c(cc1OC)C(C)N(C(=O)NC1CC(=O)N(c3ccccc3)C1)CC2 (stereo not given),3.0,-5.7,0.3,5.8
O=C(c1cc(Sc2ccc(Cl)cc2)nc2ccccc12)N1CCCC1,-0.1,3.9,-0.1,5.4
Cc1ccccc1N1C(=O)CSC1c1ccc([N+](=O)[O-])cc1 (stereo not given),-0.5,7.0,0.1,9.9

# Bioassay records (PubChem)
